TTR transcr act – TTR transcription activators in neuroblastoma reporter cells, primary screen, cell-based, luminescence, SH-SY5Y, TTR promoter Gaussia luciferase; 100% = recombinant luciferase protein wells; activation, % at 16.7 µM; actives 1.3% (n = 92,000); AID 1117267, 2014;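 active means activation above the mean of all tested compounds plus 3 SD, cut at about 9.5% in these data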;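 further: cells exposed to compounds for one day before reading; 0% = median of all test compound wells on the plate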
The depositor's hits bear a star; & = joins results of further samples. Some of the compounds tested; rates above refer to the full screens.

nr	canonical_smiles	TTR transcr act
1	Cc1ccc(Nc2nc(-c3c(C)nc4ccccn34)cs2)cc1	-6.2
2	C/C(=N\NC(=O)Cn1nc(C)c([N+](=O)[O-])c1C)c1ccc(O)cc1	1.7
3	CC(=O)Nc1ccc(NC(=O)C/C(C)=N/NC(=O)C(=O)N2CCCC2)cc1	0.4
4	COc1ccccc1C(=O)NCCCNc1nc2cc(C)cc(C)c2cc1C#N	1.5
5	Fc1ccc(Cn2c(SCc3ccc(F)c(F)c3)nnc2C(F)(F)F)cc1	-1.3
6	CN(C(=O)c1ccc(N2CCOCC2)c([N+](=O)[O-])c1)C1CCCCC1	-0.8
7	CNS(=O)(=O)c1cc(Cl)ccc1Sc1ccccc1C(=O)O	0.0
8	COc1ccc2c(CN3CCOCC3)cc(=O)oc2c1	3.2
9	CCc1ccc2c(c1)C(NC(C)=O)C(=O)N2CC (stereo not drawn)	9.1
10	O=C(N/N=C/c1ccco1)c1cc(-c2ccc(Br)s2)[nH]n1	0.9
11	O=C1Nc2ccc(S(=O)(=O)NCc3ccco3)c3cccc1c23	-1.1
12	Cc1ccc2nc(CSc3nc(C)cc(C)c3C#N)[nH]c2c1	0.3
13	Cn1cc(Br)c(C(=O)Nc2sc3c(c2C#N)CCC3)n1	4.9
14	Cc1c2c(c(C)n1C)C(C(=O)NC1CCCCC1)N(Cc1ccccc1)C2=O (stereo not drawn)	-1.1
15	CCC1COCCS(=O)(=O)N1Cc1ccc(F)cc1 (stereo not drawn)	-2.3
16	CN(C)c1oc(-c2ccccc2[N+](=O)[O-])nc1C#N	0.6
17	CCOC(=O)C1CCN(C(=O)C(C)(C)NC(=O)Nc2ccc(C(F)(F)F)cc2Cl)CC1	2.2
18	Cc1ccc(N(C(=O)c2ccccc2Cl)C2=NC(C)CS2)c(C)c1 (stereo not drawn)	0.5
19	O=c1cc(CNc2cc(Cl)ccc2Cl)nc2sccn12	-0.5
20	COC(=O)[C@]12C[C@H](CC(=O)NCc3cccc(C(F)(F)F)c3)C(=O)N(Cc3ccc(Cl)cc3Cl)C1=C[C@H](COCc1ccccc1)O[C@@H]2C	-0.8
21	COc1cccc(N2CCN(C(=O)CN(C)S(=O)(=O)c3ccc4c(c3)CCC(=O)N4)CC2)c1	-0.6
22	O=c1ccn(C2CC(O)C(COC(c3ccccc3)(c3ccccc3)c3ccccc3)O2)c(=O)[nH]1 (stereo not drawn)	-3.4
23	COC(=O)c1cc2n(n1)CCN(Cc1ccc(C)cc1)C2=O	0.6
24	OCCCn1c(-c2ccccc2)csc1=Nc1ccccc1	-3.2
25	COc1ccc(C(=O)OCC(=O)NC2CCCCCC2)cc1OC	1.7
26	O=C(CCC1CCCCC1)Nc1ccc(C(=O)c2ccncc2)cc1	-1.5
27	CC(=O)Nc1ccc(S(=O)(=O)N2CCC(c3nc4ccccc4[nH]3)CC2)cc1	2.0
28	CCc1cccc(C)c1NC(=O)COC(=O)CCn1c(C)csc1=O	0.9
29	CCCN=C1N(CC)C[C@@H]2[C@@H]3C(=O)N(Cc4ccccc4)C(=O)[C@@H]3[C@](Cc3ccccc3)(C(=O)OC)N12	1.9
30	CC(=O)Nc1cccc(-c2ccnc3c2CC(C(=O)Nc2cccnc2)O3)c1 (stereo not drawn)	5.2
31	O=C(O)C1=NN(c2ccccc2)C(=O)CC1	0.7
32	O=C(COC(=O)c1ccccc1C(=O)c1ccc(Cl)cc1)NCCc1ccccc1	-1.7
33	CN1C(=S)SC(/[N+]([O-])=C/c2c(F)cccc2Cl)C1(C)C (stereo not drawn)	-0.7
34	CC(C)CC1NC(=O)c2cc3ccccc3cc2-n2c1nc1ccc(Cl)cc1c2=O (stereo not drawn)	0.4
35	CCCCCCC(=O)N/N=C/Cc1ccccc1	-2.9
36	CCCCOc1c(Br)cc(/C=C2\N=C(C)OC2=O)cc1OCC	-1.3
37	CC1CC1C(=O)OCC(=O)Nc1ccc(S(=O)(=O)N2CCOCC2)cc1 (stereo not drawn)	5.8
38	O=C1N(Cc2ccccc2)c2ccccc2C12OCCO2	0.6
39	O=C(/C=C\N1CCOCC1)c1ccc(Br)cc1	12*
40	O=C(C[C@@H]1C/C=C\C[C@H](Cc2ccc(F)cc2)C(=O)OC[C@@H](c2ccccc2)NC1=O)NCCO	-0.6

Among those listed so far, 4 have an aryl methoxy group.
nr	canonical_smiles	TTR transcr act
4	COc1ccccc1C(=O)NCCCNc1nc2cc(C)cc(C)c2cc1C#N	1.5
8	COc1ccc2c(CN3CCOCC3)cc(=O)oc2c1	3.2
21	COc1cccc(N2CCN(C(=O)CN(C)S(=O)(=O)c3ccc4c(c3)CCC(=O)N4)CC2)c1	-0.6
25	COc1ccc(C(=O)OCC(=O)NC2CCCCCC2)cc1OC	1.7

More records.
nr	canonical_smiles	TTR transcr act
41	CC1=Nc2ccc(Br)cc2C(c2ccccc2)N1CC(=O)NN (stereo not drawn)	0.0
42	C/C(=N\NC(=O)c1ccc(Cl)cc1)c1cccs1	0.8
43	O=C(COC(=O)C12CC3CC(CC(Br)(C3)C1)C2)NNC(=O)c1ccccc1	0.0
44	O=C(NCCCN1CCOCC1)c1cccc(S(=O)(=O)N2CCOCC2)c1	-1.8
45	CCN(CC)CCn1c(NCc2ccccn2)nc2ccccc21	-0.2
46	CC(=O)c1ccc(NC(=O)c2ccccc2Sc2ncnc3sc(C)c(C)c23)cc1	-1.2
47	Cc1sc(CO)c(Sc2ccccc2)c1C(=O)O	1.4
48	COC(=O)[C@]12C[C@H](CC(=O)N3CCN(C(=O)c4ccco4)CC3)C(=O)N(Cc3cccc4ccccc34)C1=C[C@H](C1CCCC1)O[C@@H]2C	-1.0
49	Cc1ccc(-c2nnc(N3CCN(C(=O)Cn4c(=O)n(C)c5ccccc54)CC3)c3ccccc23)cc1	5.0
50	CC(C)c1ccc2nc(N)sc2c1	2.7
51	Cc1cc(C)c(C#N)c(N2CCC(C(N)=O)CC2)n1	14*
52	O=S1(=O)N=C(Nc2ccc(O)cc2)c2ccccc21	0.3
53	COc1ccc(-n2nc3c(c2NC(=O)Cc2cccc(C)c2)CS(=O)C3)cc1 (stereo not drawn)	0.3
54	Cc1ccc(Nc2ccccc2)nn1	3.9
55	CSCCC(NS(=O)(=O)c1ccc2c(c1)OCCO2)C(=O)N(C)Cc1ccccc1F (stereo not drawn)	-1.2
56	CN(C)c1nnnn1-c1ccc(Cl)cc1	2.5
57	COc1cc(C=C2C(=O)c3ccccc3C2=O)cc(OC)c1	-1.6
58	Nc1ccc2nn(-c3ccc(Cl)cc3)nc2c1	0.1
59	Cc1c(/C(O)=C2/C(=O)C(=O)N(CCN3CCOCC3)C2c2ccco2)cnn1-c1ccccc1 (stereo not drawn)	-0.7
60	COc1ccccc1CN(Cc1cc2cc(C)cc(C)c2[nH]c1=O)Cc1nnnn1CC1CCCO1 (stereo not drawn)	-1.6

Screen by screen, as entered above:
TTR transcr act, nos. 8–19, in order: 3.2, 9.1, 0.9, -1.1, 0.3, 4.9, -1.1, -2.3, 0.6, 2.2, 0.5, -0.5

(cont.)
nr	canonical_smiles	TTR transcr act
61	CCCC[C@H](C(=O)N(C)c1cccc(OC)c1)[C@@H](O)c1ccc2ccccc2c1	-1.0
62	N#Cc1cnc(SCC(=O)NNC(=O)COc2cccc3ccccc23)nc1N	1.4
63	O=C(CSc1ncccn1)Nc1ccc(S(=O)(=O)N2CCCCC2)cc1	-0.9
64	CC(C)NS(=O)(=O)c1ccc(NC(=S)NC(=O)c2ccc(-c3ccccc3)cc2)cc1	-1.1
65	Clc1ccc(-c2cn3c(n2)CCC3)cc1	-3.3
66	O=c1[nH]c([N+](=O)[O-])nn1C(c1ccccc1)c1ccccc1	3.7
67	CC1([N+](=O)[O-])COC(C=Cc2ccccc2)OC1 (stereo not drawn)	-1.6
68	Cc1cccc(-n2ncc3c2CCCC3NC(=O)CC(F)(F)F)c1C (stereo not drawn)	1.8
69	O=C(CCNC(=O)c1ccc(Cl)cc1)Nc1ccc(Cl)cc1F	3.1
70	CC(C)c1nc2oc3c(NCC4CCCO4)ncnc3c2c2c1CCC2 (stereo not drawn)	-0.8
71	COC(=O)C1CC(=O)c2sccc2C1 (stereo not drawn)	0.8
72	CCOC(=O)N1CCN(Cc2nc(C3CC3)no2)CC1	-2.2
73	Cc1cc(/C=N/NC(N)=S)c(C)n1-c1ccc(Cl)c(Cl)c1	-3.5
74	O=S(=O)(NCCSc1nnnn1-c1ccccc1)c1cccs1	-2.8
75	O=Nc1ccccn1	1.2
76	CC1CN(C(=O)c2cc(F)c(F)cc2Cl)CC(C)O1 (stereo not drawn)	-0.6
77	COC(=O)C1=NNC2(C)C(=O)N(c3ccc(C)cc3)C(=O)C12 (stereo not drawn)	0.6
78	COc1ccccc1N1C(=O)CC(c2ccccc2)CC1=O	0.1
79	Cc1cc([N+](=O)[O-])ccc1P(=O)(O)c1ccc([N+](=O)[O-])cc1C	2.5
80	COc1ccc(C2C(C(=O)c3sc(C)nc3C)=C(O)C(=O)N2CCN2CCOCC2)cc1 (stereo not drawn)	0.4

TTR transcr act, entries above that show a hit
nr	canonical_smiles	TTR transcr act
39	O=C(/C=C\N1CCOCC1)c1ccc(Br)cc1	12*
51	Cc1cc(C)c(C#N)c(N2CCC(C(N)=O)CC2)n1	14*

(further entries)
nr	canonical_smiles	TTR transcr act
81	Cc1cc(NC(=O)c2ccc(C(C)(C)C)cc2)no1	-1.4
82	C=CCSc1nc2c(sc3nc(C)cc(C)c32)c(=O)[nH]1	0.3
83	C#CCOc1ccc(C2C3=C(COC3=O)Nc3cc4c(cc32)OCO4)cc1OC (stereo not drawn)	-1.0
84	O=C(Nc1ccccc1)c1cc(Cl)nc2ccccc12	0.6
85	Cc1ccc(S(=O)(=O)N2C[C@@H]3[C@H]4CC[C@H](C4)[C@@H]3[C@@H](C)[C@@H]2c2cn(Cc3ccccc3)c3ncccc23)cc1	-1.3
86	COc1c(NC=O)c2c(c([N+](=O)[O-])c1OC)C(=O)OC2	2.4
87	COc1ccc(/C=C/c2ccc3cccc(O)c3n2)cc1Br	-1.6
88	CCN(CC)N=Nc1ccc(C(=O)O)cc1	-0.2
89	Cc1cccc(OCCCC(=O)NC2CCCCC2)c1	-3.8
90	CCOC(=O)c1c(/N=C/C2=C(O)CC(C)(C)CC2=O)sc2c1CCCC2	0.7
91	O=[N+]([O-])c1ccc(C(O)CN2CCOCC2)cc1 (stereo not drawn)	1.6
92	Cc1ccc(-n2nc3c(c2NC(=O)CC(C)C)CS(=O)C3)cc1 (stereo not drawn)	-0.6
93	COc1ccccc1-n1c(C)nc2cc(C(=O)NCC3CCCO3)ccc21 (stereo not drawn)	-2.6
94	CS(=O)(=O)N1CCN=C1SCc1cccc(F)c1	0.8
95	O=C1c2ccccc2C(=O)C1(CO)c1ccccc1	-1.8
96	CC(C)c1nnc(NC(=O)c2nc(S(=O)(=O)Cc3ccccc3F)ncc2Cl)s1	-1.7
97	COc1ccccc1CNC(=O)C1CCN(S(=O)(=O)c2ccc3c(c2)OCCCO3)CC1	-0.2
98	Cc1oc(C)c2c(=O)ccc3c(c12)OC(N)=C(C#N)C3c1ccc(F)cc1 (stereo not drawn)	2.0
99	Cc1nc2ccccn2c1C(=O)NNC(=S)Nc1ccc(Cl)cc1	-2.9
100	Cc1ccnc(NS(=O)(=O)c2ccc(NC(=O)c3ccc([N+](=O)[O-])s3)cc2)n1	1.9
101	c1ccc2[nH]c(SCc3cscn3)nc2c1	0.5
102	CN1C(=S)NC(C)(C)CC1(C)c1ccc(O)cc1O (stereo not drawn)	-1.5
103	CCC1CCCCN1CCCNC(=O)CNC(=O)Cn1ccc2ccccc2c1=O (stereo not drawn)	-0.8
104	CS(=O)(=O)NN1C(=O)c2ccccc2NC1c1cc2ccccc2nc1Cl (stereo not drawn)	-0.7
105	COc1ccc(C2=Nc3ccc(Br)cc3C(c3ccccc3)N2CC(=O)NN)cc1 (stereo not drawn)	0.3
106	CCOc1cc(C2C(C(=O)N3CCOCC3)=C(C)NC3=C2C(=O)CCC3)ccc1O (stereo not drawn)	1.0
107	Cn1c(CNC(=O)C(Cc2ccccc2)NC(=O)c2cccc(F)c2)cc(=O)n(C)c1=O (stereo not drawn)	0.9
108	Cc1ccc(C(=O)N(CC(=O)NC2CCCC2)c2ccccc2C)s1	-3.2
109	COc1cc(NC(=O)c2cnc(N)s2)cc(C(=O)Nc2cccc(C(F)(F)F)c2)c1	9.6&-2.4
110	CN=C(Nc1ccccc1)SC1CC(=O)N(c2ccc(C(=O)OC)cc2)C1=O (stereo not drawn)	-1.0
111	CCC(=O)Nc1ccc2c(c1)ncn2C	-1.1
112	CCCCn1cnc2c(c(CC#N)nn2-c2ccccc2)c1=N	-0.5
113	CNC(=O)Cn1c(C)cc(=O)c2cccc(OC)c21	-0.8
114	CCCCSc1nnc(-c2ccc(C)cc2)o1	2.5
115	CC(=O)c1ccc(Cc2cnc(N)s2)cc1	-1.3
116	Cc1cc(C)n(-c2nc(NCC(C)O)c3c4c(sc3n2)COC(C)(C)C4)n1 (stereo not drawn)	0.9
117	CCOC(NC(=O)c1ccccc1)C(NC(=O)c1ccccc1)OCC (stereo not drawn)	-1.0
118	CCOC(=O)c1c(C)nc(SCC(N)=O)c(C#N)c1-c1ccccc1	-1.2
119	COc1ccc2c(CC(=O)NCc3ccc4c(c3)OCO4)coc2c1	5.1
120	O=C(Cc1ccccc1)N/N=C/C=C/c1ccccc1[N+](=O)[O-]	-2.5

Three entries out of the list above, arranged by the number in TTR transcr act, smallest number first.
nr	canonical_smiles	TTR transcr act
115	CC(=O)c1ccc(Cc2cnc(N)s2)cc1	-1.3
92	Cc1ccc(-n2nc3c(c2NC(=O)CC(C)C)CS(=O)C3)cc1 (stereo not drawn)	-0.6
88	CCN(CC)N=Nc1ccc(C(=O)O)cc1	-0.2

Remaining list, next part
nr	canonical_smiles	TTR transcr act
121	O=C(NCCC1CCCC1)C1CCC(=O)N(CCCN2CCCC2=O)C1 (stereo not drawn)	2.0
122	COc1ccc(-c2nc(N)c(C#N)c(-c3cccnc3)c2C)cc1	-0.4
123	COc1cc(Cl)c(C)cc1NC(=O)CSc1nnc(-c2ccccn2)n1Cc1ccco1	3.5
124	O=C1N/C(=C/c2cccs2)C(=O)N1Cc1ccc(Br)cc1	-0.5
